Screening results deposited in PubChem BioAssay by Broad Institute.
PGC1a acetyl inh – modulators of PGC1a acetylation; U2OS PGC1a acetylation, AlphaScreen anti-acetyl-lysine; with virally co-expressed GCN5 acetyltransferase; inhibition, % at 15.6 µM; 0.17% of 350,000 active; AID 651687;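 active = every replicate shows inhibition of at least 40%; inconclusive = mean inhibition at least 40% but some replicate below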;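 note: 0% = neutral control wells and 100% = positive control wells; some results beyond the cut were filed as inactive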
PAX8 inh HTS – lowers PAX8-driven luciferase in RMG-I cells. RMG-I TPO-luciferase reporter, SteadyGlo, 24 h. inhibition, % at 12.6 µM. 1.2% of 360,000 active;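 active = mean replicate inhibition at least 60% with every replicate also reaching 60%; inconclusive = only one of the two criteria is met; inactive = mean below 60% and not all replicates reaching 60%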;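 note: luciferase light reporting Pax8 driven TPO promoter activity; plate controls were median of neutral control wells for no effect and mitoxantrone controls for full effect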
C2C12 statin – suppressors of simvastatin-induced myotoxicity in C2C12 myotubes | ATP luminescence, 48 h; scaled: DMSO 0, geranylgeraniol control 100 | rescue of ATP level, % at 7.49 µM | 0.78% of 330,000 active | AID 602340;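 active = mean ATP rescue above about 67%, or every replicate alone reaching that limit, limit read from the data, passing the limit was not always enough; inconclusive = no clear call, values can overlap the other calls; inactive = mean under the limit and some replicate under it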;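 note: myotubes were challenged with 10 µM simvastatin during compound exposure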
LGR2 antag – blocks bursicon-induced cAMP signaling via Drosophila LGR2. 0.35% of 380,000 active. HEK293 LGR2, CRE-luciferase, bursicon-stimulated, 4 h. inhibition, % at 9.99 µM;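 active = drop in luminescence signal, shown as inhibition above about 50% in the replicate tests, limit read from the data, passing the limit was not always enough; inconclusive = probably only some replicates passing the limit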;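 note: agonist challenge used bursicon conditioned medium at about half maximal strength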
PglD DTNB – inhibitors of Campylobacter jejuni PglD acetyltransferase | purified PglD enzyme, DTNB colorimetric CoA detection | inhibition, % at 12.5 µM | 0.098% of 360,000 active | AID 602405; in the data active = inhibition above about 16%, passing the limit was not always enough; inconclusive = no clear call, values can overlap the other calls; note: strong numbers were not always called active
ARNT-TACC3 inh – ARNT/TACC3 interaction disruption; AlphaScreen His-ARNT PAS-B/GST-TACC3 binding, luminescence; TACC3 fragment carries E629A point mutation; inhibition, % at 9.99 µM; 0.66% of 390,000 active; Q9Y6A5;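 active = mean inhibition of replicates at least 50% and at least half of replicates each reaching 50%; inconclusive = half or more replicates reach 50% but mean below 50%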;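 note: 0% = complete ARNT plus TACC3 wells and 100% = ARNT alone without TACC3; many hits fall short of the cut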
Cneo AK release – causes C. neoformans cell lysis. lysis activity, % at 15 µM. 0.2% of 360,000 active. adenylate kinase release luminescence, 4 h; normalised: neutral wells 0, clomiphene wells 100. AID 651654;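 active = mean lysis activity across replicates of at least 80%, whatever share of replicates individually reach that level; inactive = mean lysis activity below 80%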
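Schedule: static 4 h at 37 °C with compound, 1 h detection; system: C. neoformans cells; benchmarks: Clomiphene as positive control; buffer or medium: fresh YPD medium; measure: luminescence rise reflecting yeast cell lysis; measured by: luminescent adenylate kinase detection reagent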
INS-1E GSIS act – GLuc luminescence reporter in INS-1E cells, primary screen for activators of glucose-dependent secretion of insulin; activation, % at 16.6 µM; 0.61% of 370,000 active; INS-1E GLuc reporter insulin secretion, 2-3 h; AID 743287;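 active = lowest replicate activation of at least 40%, so every replicate reaches that level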;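 note: 0% = median of neutral control wells and 100% = median of IBMX positive control wells; some compounds called inactive have numbers as strong as hits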
The depositor's hits bear a star; ? = inconclusive; / = no result given. Compounds were not picked by outcome. Share with any hit: about 2.9%.

SMILES	PGC1a acetyl inh	PAX8 inh HTS	C2C12 statin	LGR2 antag	PglD DTNB	ARNT-TACC3 inh	Cneo AK release	INS-1E GSIS act
Cc1sc2ncnc(N(C)CCc3ccccn3)c2c1C	5.4	-10.7	11.3	-6.6	-4.9	-8.1	0.6	4.9
O=C(CC1CC1)Nc1ccc2c(c1)[C@H]1C[C@@H](CC(=O)N3CCCCC3)O[C@@H](CO)[C@H]1O2	-0.6	-33.5	-2.0	13.1	1.8	9.6	1.6	0.0
CCCCN1C(=O)CC2CCOC21C (stereo not drawn)	8.4	6.3	8.5	10.1	-2.2	/	0.8	-1.6
O=C(C[C@H]1C[C@@H]2c3cc(NS(=O)(=O)c4ccc(F)cc4)ccc3O[C@@H]2[C@H](CO)O1)NCc1ccccn1	-11.6	-9.9	3.1	2.4	-0.3	6.4	2.8	1.7
COc1ccc(C(=O)N(C)CCOc2ccc(Cl)cc2)cc1S(=O)(=O)N1CCCC1	-10.1	28.1	-1.7	-15.3	-2.0	/	-1.1	-2.7
O=C(NN=C1CCC(c2ccccc2)CC1)c1ccccc1-n1cccc1 (stereo not drawn)	/	-1.1	/	-8.1	-1.2	-1.7	3.0	-16.0
O=C(CCN(NC(=O)c1ccccc1)C1=NS(=O)(=O)c2ccccc21)NC1CCCCC1	-9.4	2.2	/	-8.2	6.7	-45.6	-14.4	-2.0
CS(=O)(=O)N(CC(=O)Nc1ccccc1)Cc1ccc(Cl)cc1	-12.0	/	3.9	-5.6	0.7	-1.6	-1.3	-41.7
Cc1ccc(NC(=O)CCC(=O)NNC(=O)C(C)(C)C)c(C)c1	/	0.0	/	-3.1	/	-4.7	/	-11.2
Oc1cccc(C=Nc2cccc3ccccc23)c1O	/	?	27.5	-2.9	-8.3	32.6	-0.5	-7.7
CC(=O)N1C(=O)/C(=C2\SC(=S)N(c3c(C)n(C)n(-c4ccccc4)c3=O)C2=O)c2ccccc21	/	-7.3	/	9.8	/	-31.6	/	-7.5
O=C(COc1ccccc1)NC(=S)Nc1ccc(Br)cn1	-5.5	-3.7	/	1.6	3.4	/	0.8	29.4
COc1ccc(S(=O)(=O)N(C)C[C@H]2OCCCC[C@@H](C)Oc3ccc(NS(C)(=O)=O)cc3C(=O)N([C@H](C)CO)C[C@H]2C)cc1	-0.6	4.2	/	-14.0	2.2	-3.4	-2.6	-18.8
CC(=O)N1c2ccc(S(=O)(=O)N3CCC(C(=O)NCc4ccc(Cl)cc4)CC3)cc2CC1C (stereo not drawn)	-12.8	25.6	3.1	7.4	-6.2	30.0	1.7	-0.2
c1ccc2[nH]c(-c3ccc4c(c3)OCO4)nc2c1	-0.1	-103.6	/	42.5	3.0	/	-16.1	/
C[C@H]1CN([C@@H](C)CO)C(=O)c2cc(C3=CCCC3)cnc2O[C@@H]1CN(C)C(=O)c1cccnc1	?	-8.4	-9.7	-12.8	3.5	-5.5	-3.8	8.1
CCCNC(=O)N1C[C@@H](C)[C@@H](OC)CN(C)C(=O)c2cc(NC(=O)CCC)ccc2OC[C@H]1C	15.8	-7.5	5.6	3.5	-4.3	-8.2	3.0	8.3
C[C@H]1CN([C@@H](C)CO)C(=O)c2cc(NS(=O)(=O)c3ccc(F)cc3)ccc2O[C@@H]1CN(C)C(=O)Nc1ccc(F)cc1	-4.7	/	9.7	-5.1	-6.1	-8.6	-0.8	-8.3
C[C@@H]1CN([C@@H](C)CO)C(=O)c2cccc(NS(=O)(=O)c3ccc(Cl)cc3)c2O[C@@H]1CN(C)S(=O)(=O)c1cccs1	-8.1	/	/	-6.1	2.0	-6.0	-0.5	-9.3
C[C@@H]1CCCCO[C@H](CN(C)S(=O)(=O)c2ccc(Cl)cc2)[C@H](C)CN([C@@H](C)CO)C(=O)c2cc(NS(=O)(=O)c3ccc(Cl)cc3)ccc2O1	-33.8	74.3*	/	7.0	-2.4	-8.2	-13.0	-1.1
CCOc1ccc(C(C)(C)C)cc1S(=O)(=O)N1CC(C)OC(C)C1 (stereo not drawn)	-5.6	/	/	/	-4.0	28.1	-2.5	/
Oc1ccc(/C=N/N(c2ccccc2)c2ccccc2)c(O)c1O	/	8.9	-0.3	5.2	-2.3	12.6	-0.8	2.4
CCOc1ccc(NC(=O)Nc2ccc3c(c2)nc(C)n3C)cc1	-1.9	-31.7	-6.8	-12.2	-1.2	-0.7	-1.1	16.9
C[C@]12CCC(=O)C=C1CC[C@@H]1[C@@H]2C(=O)C[C@@]2(C)[C@H]1CC[C@]2(O)C(=O)CO	-3.4	15.5	15.3	-4.5	-0.1	-1.6	0.7	/
COc1ccc(NC(=O)C(CCSC)NC(N)=O)cc1Cl (stereo not drawn)	4.8	-4.1	/	-9.5	/	-16.8	/	10.8
NC(=O)CSc1ccc(F)cc1	1.3	-6.0	-1.0	9.9	1.6	8.6	1.3	/
O=C(CSc1nnnn1-c1ccc2c(c1)CCC2)NCc1cccs1	22.7	/	-13.5	-10.3	-8.5	-15.7	2.7	-17.6
CC(C)Oc1ccc(C(=O)Nc2ccc(S(=O)(=O)N3CCN(C)CC3)cc2)cc1	/	23.9	-9.4	2.7	-0.9	-1.2	1.8	33.5
CC(=O)NCCOc1ccc2oc3ccccc3c2c1	33.7	/	/	/	4.3	-1.0	1.7	/
Cc1cc(Cl)ccc1OCC(O)CNCCc1ccc(S(N)(=O)=O)cc1 (stereo not drawn)	5.5	16.8	-3.9	0.9	6.3	2.0	6.7	16.9
O=C(N/N=C1\C2CN3CCN(C2)CC1(c1ccccc1)C3)c1ccc(F)cc1	7.2	18.7	4.3	3.4	/	-13.5	/	12.3
CCCOc1ccc(NC(=O)CC2C(=O)OCC3CCCCN32)cc1 (stereo not drawn)	/	-3.0	5.7	15.2	-2.9	14.3	6.5	/
CN(Cc1cnccn1)C(=O)CC1C(=O)NCCN1Cc1c(F)cccc1Cl (stereo not drawn)	-4.9	26.7	-0.1	-14.5	-1.5	-7.4	-0.5	23.5
COc1ccc2[nH]c3c(c2c1)CCN1C(=O)C(CC(=O)NC(C)(C)C)C[C@H](C(=O)N2CCOCC2)[C@@]31CCC1CCCC1 (stereo partly drawn)	/	-14.7	-4.4	12.7	-3.2	1.1	-0.9	-38.4
COc1ccc(OCC(=O)Nc2ccc(N3CCCCC3)cc2)cc1	/	14.9	/	7.4	/	0.4	/	-0.7
Cc1ccccc1Cn1nnc(-c2ccc3c(c2)OCO3)n1	-17.6	/	2.3	/	1.7	-4.0	-3.3	/
Cc1ccc(-c2oc3ccccc3c(=O)c2O)cc1	4.6	-91.8	1.3	-31.2	-6.7	-1.9	2.7	1.7
O=C(COc1ccc(Cl)cc1Cl)NNC(=S)NC(=O)c1ccco1	-7.1	6.2	-15.1	13.5	-3.8	-1.7	-2.5	-4.4
O=C(c1ccc(S(=O)(=O)N2CCCCC2)cc1)N1CCN(Cc2ccc3c(c2)OCO3)CC1	3.8	/	1.3	/	-4.9	-10.4	-1.2	/
CCc1cc(=O)oc2cc(C)cc(OCC(=O)NC3CC3)c12	-6.6	-3.9	-3.3	2.5	-2.7	-1.1	-0.4	7.9
CCOP(=O)(c1ccc(N(C)C)cc1)C(O)c1cccnc1 (stereo not drawn)	-1.9	8.1	-10.0	3.7	/	2.3	/	11.8
O=C(CCN1C(=O)c2ccccc2C1=O)NCc1ccccc1	5.2	-6.6	0.0	18.4	-1.3	3.2	6.8	13.5
CN1C(=O)c2cc(NS(C)(=O)=O)ccc2OC[C@@H]2O[C@H](CC(=O)NCc3ccc(-c4ccccc4)cc3)CC[C@H]21	/	7.9	16.3	-13.2	7.2	0.8	1.6	0.2
CC(C)C[C@H]1CN([C@@H](Cc2ccccc2)CN2CCC[C@@H]2CN2C(=O)C(=O)NC[C@@H]2Cc2ccccc2)C(=O)C(=O)N1CC1CCCCC1	7.0	14.6	1.6	18.6	1.7	/	-2.8	-32.6
CCOC(=O)CCC(=O)NNC(=O)COc1ccc(C(C)C)cc1Br	1.1	-8.5	7.1	5.0	-3.8	30.4	0.6	1.2
Cc1ccc(S(=O)(=O)N2[C@@H](c3cccc(Cl)c3)C(C(=O)OC(C)(C)C)=CC[C@H]2c2cccc(Cl)c2)cc1	-8.5	-17.6	-11.6	10.7	-1.0	/	0.2	-2.9
O=C(CN1C(=O)C2CC=CCC2C1=O)Nc1ccc(-c2nnc3n2CCCCC3)cc1 (stereo not drawn)	/	-3.6	/	/	-3.7	-0.2	0.1	/
COc1ccccc1-c1cn(-c2ccccc2)c(=S)[nH]1	/	-0.3	3.8	-6.2	-4.9	-4.1	-1.8	1.2
CO[C@H]1CN(C)C(=O)c2ccc(NC(=O)C3CC3)cc2OC[C@H](C)N(C(=O)C2CCOCC2)C[C@@H]1C	/	1.2	11.3	0.1	-2.4	-0.1	-0.8	8.2
COc1ccccc1C1=NOC(C)(c2nnc(-c3cccc(Cl)c3)o2)C1 (stereo not drawn)	-5.4	-3.4	/	5.0	-0.6	-16.3	-0.6	-7.5
O=C(NCCc1ccc(Cl)cc1)C1CCCN(S(=O)(=O)c2cnc[nH]2)C1 (stereo not drawn)	2.0	16.2	-9.2	-20.2	0.3	/	0.7	-1.0
CC(C)(C)n1cnc2cc(NC(=O)c3ccc(Cl)cc3)ccc21	6.9	-134.6	2.0	-41.0	0.9	-4.5	-9.2	-18.1
COCC(C)NC(=O)NC1(C(F)(F)F)Oc2ccc(Cl)cc2O1 (stereo not drawn)	-42.0	1.6	3.9	/	-2.1	-0.9	-2.1	/
CN1CCc2c(sc3c2c(=O)n(-c2ccccc2)c2nnc(SCc4ccccc4)n32)C1	-6.5	-0.7	-0.6	/	0.1	5.3	-2.8	/
O=S(=O)(NCC(Nc1ccc(Cl)cc1)c1ccccc1)c1ccc(Cl)cc1 (stereo not drawn)	-20.8	34.2	10.1	5.7	-2.3	0.8	0.9	-9.7
CCOC(=O)C1=C(COC(=O)C(CC)Oc2ccccc2)NC(=O)NC1C (stereo not drawn)	/	-20.1	/	0.2	/	-0.6	/	12.1
C[C@H](CO)N1C[C@H](C)[C@@H](CN(C)C(=O)NC2CCCCC2)OCCCC[C@H](C)Oc2ccc(NS(=O)(=O)c3cn(C)cn3)cc2C1=O	/	-4.8	-33.7	-14.3	-0.7	0.6	0.0	-13.8
O=C(Nc1ccc2c(c1)[C@H]1C[C@@H](CC(=O)N3CCOCC3)O[C@@H](CO)[C@H]1O2)c1cccnc1	-5.9	-18.0	0.4	9.7	2.8	-1.2	-6.6	-3.2
COc1cccc(S(=O)(=O)N2CCCCN3[C@H](CO)[C@@H](c4ccc(C#CC(C)C)cc4)[C@@H]3C2)c1	-10.7	-22.2	/	7.5	1.1	-5.1	-1.8	-10.1

3 entries out of the list above, ordered by their value in PglD DTNB, falling:
structure	PglD DTNB
c1ccc2[nH]c(-c3ccc4c(c3)OCO4)nc2c1	3.0
CCCOc1ccc(NC(=O)CC2C(=O)OCC3CCCCN32)cc1 (stereo not drawn)	-2.9
C[C@H]1CN([C@@H](C)CO)C(=O)c2cc(NS(=O)(=O)c3ccc(F)cc3)ccc2O[C@@H]1CN(C)C(=O)Nc1ccc(F)cc1	-6.1
